# SARS 3CLpro inh = SARS-CoV 3CLpro protease inhibition | recombinant SARS-CoV 3CLpro, quenched FRET peptide cleavage | actives 0.14% (n = 290,000) | inhibition, % at 6 µM | AID 1706; in the data active = inhibition above about 12%
# BH1578 lux ind = quorum light induction in luxS cqsA deficient V. cholerae | activation, % at 18.7 µM | V. cholerae BH1578 lux reporter, luminescence, 6 h | actives 0.16% (n = 350,000); in the data active = activation mostly above about 9.7%, no sharp cut-off; also: not every result past the cut was called active; inactives centre near 0; reference of the scale not given here
# Yp Topo-I inh = Y. pestis Topo-I inhibition via cleavage products | actives 0.064% (n = 360,000) | activity, % at 10 µM | Y. pestis Topo-I cleavage product accumulation, plate reader; in the data active = activity above about 50%, passing the limit was not always enough; also: inactives centre near 2
# DUSP3 inh = blocks human VHR1 dual specificity phosphatase. P51452. recombinant VHR phosphatase, pNPP absorbance. inhibition, % at 13.3 µM. actives 0.52% (n = 290,000). AID 1654; in the data active = inhibition above about 50%; also: some compounds called inactive have numbers as strong as hits
# Target sequence (P51452 whole entry, looked up): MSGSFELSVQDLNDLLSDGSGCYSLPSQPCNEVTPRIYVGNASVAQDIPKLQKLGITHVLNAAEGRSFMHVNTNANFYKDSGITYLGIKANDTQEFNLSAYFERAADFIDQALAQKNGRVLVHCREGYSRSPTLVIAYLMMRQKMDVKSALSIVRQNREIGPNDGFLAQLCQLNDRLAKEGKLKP
# PriA SSB inh = blocks PriA binding to SSB C-terminal tail; actives 0.6% (n = 430,000); inhibition, % at 33 µM; AlphaScreen SSBct-PriA binding, biotinylated peptide; AID 1272365; in the data active = inhibition mostly above about 37%, no sharp cut-off; inactive = mostly below about 20%;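 also: plate controls were negative control peptide for no effect and reference peptide for full effect; strong numbers were not always called active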
# MazF activator = activators of E. coli MazEF toxin-antitoxin RNase | AID 504720 | actives 0.32% (n = 350,000) | activation, % at 20 µM | FAM/BHQ RNA-DNA oligo cleavage fluorescence, 5 h | P0AE70; in the data active = activation above about 50%
# Anthrax LF prot = blocks Bacillus anthracis lethal factor protease. actives 0.12% (n = 360,000). inhibition, % at 10 µM. P15917. multiplex microsphere protease cleavage assay, LF. AID 588501; in the data active = inhibition above about 30%; also: plate controls were buffer without enzyme for full effect and enzyme alone for no effect
# Target sequence (P15917 whole entry, looked up): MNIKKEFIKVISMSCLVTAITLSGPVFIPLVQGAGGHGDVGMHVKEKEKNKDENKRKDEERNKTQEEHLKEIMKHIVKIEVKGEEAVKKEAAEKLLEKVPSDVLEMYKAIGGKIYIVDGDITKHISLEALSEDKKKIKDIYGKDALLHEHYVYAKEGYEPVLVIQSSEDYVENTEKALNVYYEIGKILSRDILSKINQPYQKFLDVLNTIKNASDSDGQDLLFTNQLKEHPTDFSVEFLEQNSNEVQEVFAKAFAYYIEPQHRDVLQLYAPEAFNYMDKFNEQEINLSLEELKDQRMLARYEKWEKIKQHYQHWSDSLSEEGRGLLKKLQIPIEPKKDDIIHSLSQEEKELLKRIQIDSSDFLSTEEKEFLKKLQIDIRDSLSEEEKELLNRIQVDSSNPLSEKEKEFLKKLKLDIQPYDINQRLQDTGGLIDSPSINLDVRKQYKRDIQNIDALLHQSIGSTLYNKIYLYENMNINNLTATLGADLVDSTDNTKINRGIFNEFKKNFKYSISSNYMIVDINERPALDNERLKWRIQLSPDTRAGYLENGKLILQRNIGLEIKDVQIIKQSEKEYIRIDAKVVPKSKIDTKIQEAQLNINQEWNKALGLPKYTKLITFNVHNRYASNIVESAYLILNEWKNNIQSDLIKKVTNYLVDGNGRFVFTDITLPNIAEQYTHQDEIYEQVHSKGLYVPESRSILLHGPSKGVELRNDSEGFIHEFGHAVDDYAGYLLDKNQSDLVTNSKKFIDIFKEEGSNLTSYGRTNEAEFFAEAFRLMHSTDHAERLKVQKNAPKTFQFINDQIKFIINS
# Rv3671c protease = inhibits the M. tuberculosis serine protease Rv3671c | P9WHR9 | inhibition, % at 5.96 µM | actives 0.048% (n = 320,000); in the data active = inhibition above about 38%;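 also: extracellular domain of Rv3671c used as enzyme; 0% = enzyme with DMSO and 100% = no enzyme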
# TcdB GH inh = inhibitors of Clostridioides difficile toxin B glycohydrolase; TcdB glycohydrolase enzymatic assay, plate reader; P18177; inhibition, % at 9.99 µM; actives 0.24% (n = 350,000); in the data active = inhibition above about 10%
# PfHsp40 yeast = restores yeast growth despite PfHsp40 toxicity | actives 0.68% (n = 340,000) | growth rescue, % at 12.5 µM | S. cerevisiae expressing PfHsp40, growth rescue, ATP luminescence; in the data active = growth rescue above about 28%, passing the limit was not always enough;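 also: yeast W303a lacking pdr1 and pdr3 grown in galactose medium; growth measured after three days at 30 °C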
# * = called active by the depositor; i = inactive; . = no result given; & = joins results of further samples.
SMILES,SARS 3CLpro inh,BH1578 lux ind,Yp Topo-I inh,DUSP3 inh,PriA SSB inh,MazF activator,Anthrax LF prot,Rv3671c protease,TcdB GH inh,PfHsp40 yeast
CC1CC(C)CN(C(=O)C(C)N2CCN(S(=O)(=O)c3ccc(Br)s3)CC2)C1 (stereo not drawn),.,0.4,17,.,1,-3,5,-3,2.0,2.7
O=C(CN1CCOCC1)Nc1ccccc1,-3,i,3,23,-7,7,0,-6,0.4,-0.2
Cc1ccc(S(=O)(=O)Cc2csc(N)n2)cc1,-2,-5.0,-1,36,-10,1,-7,-2,.,-0.4
COc1ccccc1CNC(=O)CCCn1c(=O)c2ccccc2n(CC(=O)NC2CCCC2)c1=O,-2,0.7,-6,27,6,9,0,-3,.,-2.3
N#Cc1ccc(C(=O)OCC(=O)NC2CCCC2)cc1,-1,i,1,-2,-2,-10,6,0,0.1,0.9
O=C(CCCC(=O)OCC(Cl)=C(Cl)Cl)Nc1ccc(F)cc1,-2,-0.2,-7,27,-47,-3,-5,1,1.1,2.8
CC1CCC(NC(=O)CNC(=O)c2ccc3ccccc3c2)CC1 (stereo not drawn),.,i,-9,.,6,-3,-4,-6,-0.5,.
O=C(Cc1ccccc1)c1ccccc1C(=O)N1CCCCC1,-4,-0.1,5,10,-13,2,-6,-8,1.5,2.5
CC(=O)N1c2ccc(S(=O)(=O)N3CCCC(C(=O)Nc4cccc(Cl)c4)C3)cc2CC1C (stereo not drawn),2,-0.5,33,9,-19,2,-2,-19,2.1,1.5
N#CCC(=O)Nc1ccc(C(=O)OCC(=O)NCc2ccc3c(c2)OCO3)cc1,.,-5.2,-1,.,-3,1,1,-19,-2.0,-1.1
CC(NC(=O)COC(=O)Cc1cccs1)c1ccc(F)cc1 (stereo not drawn),.,i,9,.,-9,1,0,.,-6.8,-0.6
Cc1cs/c(=N\N=C\c2cccc([N+](=O)[O-])c2)n1Cc1ccco1,-1,i,-4,12,.,0,-1,-3,0.0,0.1
CC(C)n1c(O)c(N=NC(=O)Cc2csc(N3CCOCC3)n2)c2ccccc21,-5,-0.2,11,32,-3,0,4,4,1.4,0.9
c1ccc(CCCN2CCOCC2)cc1,2,-0.4,-9,-20,3,3,-10,.,0.6,-2.0
O=C(CCN1C(=O)S/C(=C\c2ccc(F)cc2)C1=O)Nc1ccc(C(=O)O)c(O)c1,-2,i,3,-14,-6,-6,-2,-6,-0.6,0.1
CC1CCCC(C)N1C(=O)CSc1nnc(-c2ccco2)n1C (stereo not drawn),.,i,1,.,4,4,-5,7,0.4,-0.5
Cc1ccc(NC(=S)C2=C(O)c3ccccc3N(C)S2(=O)=O)cc1,6,-0.3,-3,9,2,-8,-6,6,.,3.7
COc1cccc(Cn2cccc(NC(=O)Nc3ccccc3C)c2=O)c1,-1,-1.6,-4,-14,15,7,-12,0,0.8,0.3
O=C(NCC(=O)N(CC1CCCO1)C(C(=O)NC1CCCCC1)c1ccc(F)cc1)c1ccco1 (stereo not drawn),1,.,6,6,-19,-7,3,-4,.,-1.3
O=C(CNS(=O)(=O)N1CCOCC1)N/N=C/c1cccnc1,1,-0.2,4,-3,.,-30,1,-2,0.8,0.3
Cc1ccc2ccccc2c1C(O)c1ncc(-c2cccc(C(F)(F)F)c2)[nH]1 (stereo not drawn),.,i,-4,.,.,.,-10,.,0.9,.
COc1cc(/C=C(\C#N)c2nc3ccccc3n2C)cc(OC)c1O,6,0.3,4,20,6,-214,2,2,-51,-1.0
CC1(C)CC(=O)C=C(c2n[nH]nc2C2CCCCC2)C1,.,i,-2,.,.,9,-4,.,-1.7,.
COc1ccc(N2CC(C(=O)N[C@@H](C)C(=O)N[C@H](CO)c3ccccc3)CC2=O)cc1 (stereo partly drawn),-4,-0.8,3,-3,-15,5,-5,-1,-0.8,-0.2
O=S(NCc1ccco1)C12CC3CC(CC(C3)C1)C2 (stereo not drawn),0,-0.4,11,-4,5,7,0,-6,0.4,-1.9

# 4 compounds from above, limited to MazF activator, TcdB GH inh and BH1578 lux ind.
SMILES | MazF activator | TcdB GH inh | BH1578 lux ind
CC(=O)N1c2ccc(S(=O)(=O)N3CCCC(C(=O)Nc4cccc(Cl)c4)C3)cc2CC1C (stereo not drawn) | 2 | 2.1 | -0.5
O=C(CN1CCOCC1)Nc1ccccc1 | 7 | 0.4 | i
Cc1ccc2ccccc2c1C(O)c1ncc(-c2cccc(C(F)(F)F)c2)[nH]1 (stereo not drawn) | . | 0.9 | i
N#Cc1ccc(C(=O)OCC(=O)NC2CCCC2)cc1 | -10 | 0.1 | i

# (continued)
SMILES,SARS 3CLpro inh,BH1578 lux ind,Yp Topo-I inh,DUSP3 inh,PriA SSB inh,MazF activator,Anthrax LF prot,Rv3671c protease,TcdB GH inh,PfHsp40 yeast
Cc1ccnc(NC(=O)CCc2c[nH]c3ccccc23)c1,-3,-0.2,-4,-4,9,0,-5,5,-2.1,-1.4
CCc1ccc(NS(=O)(=O)c2cc(OC)ccc2OC)cc1,6,-3.2,27,27,-5,-12,1,-9,0.4,-1.3
C[C@@H]1CCCCO[C@H](CN(C)C(=O)C2CCCCC2)[C@@H](C)CN([C@H](C)CO)C(=O)c2cc(N(C)C)ccc2O1,.,i,29,.,.,-1,2,.,-62&-14&-18,.
O=C(CNC(=S)N(Cc1ccccc1)Cc1cccnc1)N1CCOCC1,-3,i,5,18,-10,1,1,4,0.0,-1.1
N#CCCn1cc(/C=N/NC(N)=S)c(-c2ccc(-c3ccccc3)cc2)n1,6,i,2,24,.,-7,-7,-33,1.7,3.9
COc1ccc(C(=O)NCCCCCC(=O)O)cc1OC,3,i,-1,0,-20,2,6,-2,.,0.2
CC(C)(C)CC(=O)NCCCN1CCOCC1,1,i,2,22,9,2,-3,-12,0.3,-1.1
CC(=O)c1ccc(NC(=O)c2cccc(NC(=O)c3ccccc3)c2)cc1,3,-0.4,1,-2,-10,-12,-12,-40,-0.3,-2.2
Cc1ccc(C2C(C#N)=C(N)Oc3n[nH]c(-c4ccccc4)c32)o1 (stereo not drawn),-4,i,-12,-6,9,3,0,-7,.,-1.6
Cc1nn(-c2ccccc2)c2[nH]c(=O)c(CNCCN3CCOCC3)cc12,-7,-3.4,5,31,-5,3,-3,-1,.,-0.1
COCCn1c(SCC(=O)Nc2cc(C)on2)nc2cc(Cl)ccc2c1=O,.,-2.0,-7,.,4,-10,3,-11,0.1,-0.9
O=C(COC(=O)Cc1ccsc1)NCc1ccccc1,-4,-0.2,0,34,1,1,-1,-1,.,0.6
S=c1[nH]ncn1/N=C/c1ccccn1,-3,-0.6,5,2,.,1,1,7,.,-1.1
O=C(Cn1cnc2ccccc21)N/N=C/c1ccccc1,5,0.4,8,17,.,-8,0,-1,0.7,-0.7
CC(=O)NS(=O)(=O)c1ccc(NC(=O)CSc2ccc(Cl)cc2)cc1,4,.,.,11,2,-11,.,-4,-0.8,.
Cc1cccc(/N=C2/NC(=O)C(Cc3ccccc3)S2)n1 (stereo not drawn),1,3.1,5,8,.,-6,-5,-1,0.8,-1.0
Cc1cccc(C)c1NC(=S)NCCCN1CCCC1=O,0,i,1,3,-11,9,-1,-2,.,-0.6
O=C(NCc1ccccc1)c1sc(=S)n2c1[nH]c(=O)c1ccccc12,3,i,-18,31,-5,2,-3,-7,.,-1.7
Cc1ccc(S(=O)(=O)N2CCOCC2)cc1C(=O)Nc1nc(-c2ccccn2)cs1,.,-1.9,9,.,31,4,10,-12,0.7,0.8
CCC(=O)[C@@]1(C)[C@H](C)C[C@H]2[C@@H]3CCC4=CC(=O)C=C[C@]4(C)[C@H]3[C@@H](O)C[C@@]21C,.,i,3,.,-5,7,-4,-1,1.2,-0.8
CN(NS(=O)(=O)c1ccccc1)C(=O)c1ccccc1,.,3.4,1,.,-4,5,-4,.,-11,-1.6
C=CCNc1nc(Nc2cc(Cl)ccc2OC)nc(OC)n1,-4,-0.4,4,-18,-5,18,13,-3,1.2,-0.1
CCCNC(=O)c1ccccc1NC(=O)CSCc1ccc(OC)cc1,4,-0.5,2,35,-4,0,1,4,.,-0.8
CCOC(=O)c1[nH]c2c(c1C)C(=O)CC(c1ccc(F)cc1)C2 (stereo not drawn),0,-0.2,1,28,1,-20,-11,-16,0.6,-1.4
Cc1noc(NS(=O)(=O)c2ccc(NC(=O)c3ccc(F)cc3)cc2)c1C,.,i,-12,.,-10,8,-4,7,0.1,-1.4
# Additional records follow.
SMILES,SARS 3CLpro inh,BH1578 lux ind,Yp Topo-I inh,DUSP3 inh,PriA SSB inh,MazF activator,Anthrax LF prot,Rv3671c protease,TcdB GH inh,PfHsp40 yeast
COCCn1c(SCC(=O)NCc2ccc(F)cc2)nc2ccccc21,2,-0.2,-5,-35,9,-1,6,5,-7.3,-0.7
CCC(CC)C(=O)N(C)c1c(C)nc2c(OCc3ccc(OC(F)F)cc3)cccn12,.,i,21,.,.,.,5,.,-0.3,.
Cc1nc2ccccn2c(=O)c1NC(=O)c1ccc2c(c1)OCO2,.,i,10,.,.,6,6,.,1.1,.
O=C(NCCS(=O)(=O)N1CCN(c2ccccc2F)CC1)c1cccs1,.,i,4,.,-2,-2,6,4,-1.1,0.1
CCn1c(/C=N/Nc2ccc(C(=O)O)cc2)nc2ccccc21,-3,i,-3,43,i,-8,2,6,-0.2,-1.2
Cc1ccc(C)c(S(=O)(=O)N2CCN(C(=O)CNC(=O)c3sc4ccccc4c3Cl)CC2)c1,.,i,1,.,-3,-25,2,.,1.3,-0.5
Cc1cn(C2OC[C@@H](O)[C@@H]2CO)c(=O)[nH]c1=O (stereo partly drawn),2,0.8,2,4,-2,3,-9,4,1.3,1.1
CC(=O)NC12CC3CC(C1)CC(C(=O)OCC(=O)Nc1ncc(Cl)c(C)c1Cl)(C3)C2,0,i,8,36,-2,10,1,4,.,-1.2
O=S(=O)(/N=C(/c1ccc(F)cc1)N1CCCCC1)c1ccc(Cl)cc1,0,-2.8,9,32,.,-4,-5,0,0.9,-1.6
COc1ccc(CNc2cc(C)ccn2)cc1,-2,-6.2,-3,4,6,0,14,0,0.3,5.3
CC(=O)N1CCN(C(=O)COC(=O)/C=C/c2ccc(C(F)(F)F)cc2)CC1,.,i,-2,.,-7,4,6,-1,1.8,0.7
CCOc1ccc(NC(=O)CCC(=O)N/N=C(\C)c2cccs2)cc1,-1,i,-6,6,.,-6,-2,2,1.3,-0.1
Cc1ccc(C(=O)NCCc2nnc3ccc(SCC(=O)Nc4ccccc4C)nn23)cc1,0,-2.1,-3,22,10,7,0,-13,.,-0.4
CCN(CC)S(=O)(=O)c1cccc(NC(=O)/C=C/c2ccc([N+](=O)[O-])cc2)c1,-1,-0.4,-9,13,2,11,4,-1,.,-0.4
Cc1nn(CC2CC2)c(=O)n1N(C)c1ncc(C(F)(F)F)cc1Cl,0,0.0,2,17,-13,2,-1,-1,1.2,0.1
CCCNC(=O)CSc1nccn1Cc1ccco1,-1,i,4,13,-18&-4,0,-5,-8,0.3,-0.2
O=C(NC1CC1)c1ccc(C2SCC(=O)N2Cc2ccccc2)cc1 (stereo not drawn),-3,-5.5,-7,3,-29,-6,-1,3,0.7,-0.7
O=S(=O)(Nc1cccc(-c2cn3c(n2)SCC3)c1)c1ccccc1F,0,0.9,9,4,6&0,2,2,-16,-4.5,0.0
COc1ccccc1NC(=O)CN1CCC(n2c(C)nc3cc(F)ccc32)CC1,1,-0.3,8,6,-9,1,-5,-1,.,1.4
Cc1ccsc1C(=O)OCc1nc2ccccc2c(=O)[nH]1,4,-0.2,-4,13,-8,0,-3,4,.,-0.7
COc1ccc([N+](=O)[O-])cc1NC(=O)c1csc(C)c1,9,i,2,1,6,0,-3,-6,0.3,-1.4
CCOC(CNC(=O)Cn1nc(Cc2ccncc2)c2ccccc2c1=O)OCC,4,-6.2,4,2,-6,2,-3,1,-0.2,2.1
O=C(NNC1=Nc2cccc3cccc1c23)c1ccc(Br)cc1,-1,i,-9,-3,2,-3,-5,1,0.9,-0.9
COc1ccccc1NC(=O)CC1C(=O)NCCN1C(=O)Nc1ccc(Cl)c(Cl)c1 (stereo not drawn),-4,-1.8,-2,10,-14,11,-6,-7,.,-0.3

# An excerpt; the hit share may differ from the screen's.
